# Bioassay records as filed in PubChem BioAssay.
# PI5P4Ka inh – PI5P4K alpha (human) kinase inhibition; max response, %; AID 652105; P48426; PI5P4Kalpha enzyme, ADP-Glo luminescence, 60 min; stronger effect = lower value; 1.2% of 330,000 active; active = max response of -50% or lower; inconclusive = between -30% and -50%; inactive = -30% or higher; note: value at the top dose of about 77 µM; % is set by controls: 0 for no effect and ±100 for the full control effect
# Target sequence (P48426 whole entry, looked up): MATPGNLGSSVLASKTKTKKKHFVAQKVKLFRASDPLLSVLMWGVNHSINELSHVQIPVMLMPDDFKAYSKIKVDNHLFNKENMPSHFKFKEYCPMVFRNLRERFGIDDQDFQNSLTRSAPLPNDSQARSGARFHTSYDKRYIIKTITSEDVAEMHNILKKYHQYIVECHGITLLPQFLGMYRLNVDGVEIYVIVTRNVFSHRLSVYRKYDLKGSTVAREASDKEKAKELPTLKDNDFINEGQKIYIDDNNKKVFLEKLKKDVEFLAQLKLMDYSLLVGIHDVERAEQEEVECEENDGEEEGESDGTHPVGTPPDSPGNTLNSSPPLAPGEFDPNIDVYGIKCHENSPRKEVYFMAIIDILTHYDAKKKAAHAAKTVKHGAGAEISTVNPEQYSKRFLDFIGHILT
#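 Compounds were pin-transferred onto PI5P4Kalpha and substrate in HEPES pH 7.4 buffer with EGTA, CHAPS and 5% DMSO. ATP (5 microM final) started the reaction, which ran 60 minutes at room temperature before ADP-Glo detection.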
# PTHR1 ag – agonists of human PTHR1 parathyroid hormone receptor | Q03431 | HEK293 GP2 PTHR1 cells, GloSensor cAMP luminescence, 1 h | Potency, µM (top dose mostly 115 µM), for inactives: at the top dose activation, actives largely listed as activators | 0.075% of 410,000 active | AID 743266; note: potency is the fitted concentration of half-maximal effect; nearly all actives have a fitted effect of over 55% in size; some results filed as inactive show a strong effect at the top dose; inactives centre near -15; many of its hits are not listed in these tables
#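 HEK-293-derived GP2 cells expressing PTHR1 and a GloSensor cAMP reporter, 3,000/well, plated overnight, given luciferin plus IBMX (each 0.5 mM as added) for 1 h at 37 °C, then compound for 1 h at 37 °C. Luminescence was read after 15 min at room temperature.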
# GLP1R cytotox – cytotoxic in the GLP-1 receptor inverse agonist counter-screen | HEK293 cAMP-luciferase reporter cells, luminescence, 24 h | Potency, µM (titrated, usually from 38.3 µM), for the others: at the highest dose activity change, negative = inhibition, actives largely listed as inhibitors | 0.13% of 410,000 active;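 note: loss of luciferase light is scored as toxicity; potency is the fitted concentration of half-maximal effect; % is set by controls: 0 for no effect and ±100 for the full control effect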
#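 Cells in DMEM/10% Nu serum/1% pen-strep, 1536-well format. Pre-incubated 12 h, dosed with 23 nL compound, incubated a further 24 h. Luciferase detection, 12 min at room temp, luminescence.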
# PLK1 PBD inh – blocks phosphopeptide binding to human PLK1 polo-box domain. 2.8% of 360,000 active. P53350. Potency, µM, for the others: max response, negative = inhibition, most hits filed as inhibitors. AID 720504. Plk1 PBD binding of FITC phosphopeptide, fluorescence polarization; note: potency is the fitted concentration of half-maximal effect; series mostly up to about 57 µM; % is set by controls: 0 for no effect and ±100 for the full control effect; nearly all actives have a fitted effect of over 65% in size
# GLP-1R agonist – activates the human GLP-1 receptor; P43220; 0.007% of 380,000 active; Potency, µM (titrated, usually from 45.6 µM), for the others: top-dose activation, most hits filed as activators; HEK293 GLP-1R CRE-luciferase, luminescence, 4-6 h; cells express a hypersensitive GLP-1R form; AID 624172; note: potency is the fitted concentration of half-maximal effect; % of control where 0% means no effect
# Target sequence (P43220 whole entry, looked up): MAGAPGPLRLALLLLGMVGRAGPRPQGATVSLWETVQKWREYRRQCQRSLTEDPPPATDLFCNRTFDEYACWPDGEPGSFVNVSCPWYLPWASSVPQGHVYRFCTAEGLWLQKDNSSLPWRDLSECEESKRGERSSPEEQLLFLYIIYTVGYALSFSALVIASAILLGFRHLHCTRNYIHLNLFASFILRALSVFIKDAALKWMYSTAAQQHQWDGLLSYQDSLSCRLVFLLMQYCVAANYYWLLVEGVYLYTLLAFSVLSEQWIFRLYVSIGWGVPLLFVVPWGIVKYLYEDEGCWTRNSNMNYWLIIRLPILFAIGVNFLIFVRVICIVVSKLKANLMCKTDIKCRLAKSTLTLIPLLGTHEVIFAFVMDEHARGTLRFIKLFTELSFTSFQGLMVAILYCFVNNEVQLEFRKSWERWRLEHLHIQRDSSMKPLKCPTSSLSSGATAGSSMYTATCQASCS
# EPAC1 ag – agonists of human EPAC1 | O95398 | EPAC1 agonist qHTS, biochemical assay; response scale: 100% = response to 6.5 mM cAMP | Potency, µM (series often up to 154 µM), for the others: at the highest dose activation, hits mostly activators | 0.073% of 360,000 active | AID 720707; note: potency is the fitted concentration of half-maximal effect; nearly all actives have a fitted effect of over 60% in size
#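 Nucleotide exchange by EPAC1 (100 nM) on Rap1B–BODIPY-GDP (250 nM) in the presence of 50 uM GDP is tracked fluorescently at 480/540 nm over 30 min. Signals are normalized to a 6.5 mM cAMP control.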
# GLP1R inv ag – acts as inverse agonist at human GLP-1 receptor. HEK293 GLP-1R CRE-luciferase, luminescence, 24 h; GLP-1R form is constitutively active. Potency, µM (series often up to 38.3 µM), inactives show at the top dose activity change, negative = inhibition, actives largely listed as inhibitors. 1.6% of 410,000 active. AID 624417; note: potency is the fitted concentration of half-maximal effect; % is set by controls: 0 for no effect and ±100 for the full control effect; nearly all actives have a fitted effect of over 55% in size
#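 Using stably transfected HEK293 (constitutively active GLP-1R, cAMP-luciferase reporter), compounds were incubated 24 hr and luciferase measured by luminescence.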
# IL-2 act – activators of IL-2. IL-2 activation reporter assay, cell-based qHTS; stimulated with anti-CD3/CD4/CD28 beads; in transgenic mouse T cells. 0.065% of 360,000 active. activation, % (series mostly up to about 46 µM). AID 652025; in the data active = activation above about 50%; inconclusive = mostly about 30% to 49%; note: 0% is about no effect
#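 Screening format: compound pinned onto unstimulated transgenic mouse T cells, 60 min incubation, then anti-CD3/anti-CD4/anti-CD28 bead stimulation for 18 hours at 37 degrees C, followed by EGFP and DsRed detection.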
# EPAC1 antagonist – blocks human EPAC1 exchange factor; EPAC1 GEF assay, Rap1b-BODIPY-GDP exchange fluorescence; Potency, µM (series often up to 115 µM), for inactives: at the highest dose activity change, negative = inhibition, most hits filed as inhibitors; 0.14% of 360,000 active;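 note: potency is the fitted concentration of half-maximal effect; plate controls were vehicle for no effect and positive control for full effect; nearly all actives have a fitted effect of over 50% in size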
# * marks the source's active call; other numbers are inactive results; i = inactive; ? = inconclusive; · = no result given; & = joins results of further samples; [ ] = remark or other dose. Unless noted, calls come from the whole dose curve; as a rule, active = well fitted curve in the direction sought with a large enough effect; inconclusive = small, poorly fitted or top-dose-only effect, or another doubt; inactive = no such curve, though single readings can be large; an effect the other way counts as inactive or inconclusive.
compound,PI5P4Ka inh,PTHR1 ag,GLP1R cytotox,PLK1 PBD inh,GLP-1R agonist,EPAC1 ag,GLP1R inv ag,IL-2 act,EPAC1 antagonist
CCCN1CCN(C(=O)c2ccc(CS(=O)c3ccc(F)cc3)o2)CC1 (stereo not drawn),-6,-3%,-5%,-10%,3%,-8%,5%,0.0,10%
O=C(NC1CCCC1)c1nc(-c2ccco2)oc1-c1ccccc1,4,-18%,-3%,0%,·,2%,?,0.2,-9%
COC(=O)Nc1cc(C)nc2ccccc12,4,-10%[57.5 µM],10%,-9%,13%,4%,1%,-0.7,-4%
O=C(COC(=O)c1cc(S(=O)(=O)N2CCOCC2)cs1)c1ccccc1,·,i,5%,-11%,-7%,15%,3%,-1.5,-3%
Cc1cc(C)n(-c2ccc(C(=O)OCC(=O)Nc3ccccc3F)cc2)n1,0,-52%[inhibitor],6%,-5%,4%,-4%,6%,1.8,-2%
COc1ccccc1CNS(=O)(=O)c1c(C)[nH]c(C)c1C(=O)N1CCCC1,-3,-4%,0%,-11%,0%,11%,0%,-3.1,-16%
COc1ccc(-c2[nH]ncc2CN2CCC(O)(c3ccc(Cl)cc3)CC2)cc1,4,-5%,-10%,5%,14%,-8%,?,-2.5,-9%
CCN(CCCNC(=O)CNC(=O)Cn1cnc2ccccc2c1=O)c1ccccc1,6,-4%,-12%,1%,5%,0%,-2%,-3.5,14%
COCCCNC(=O)C[C@@H]1C[C@@]2(C(=O)OC)CCCCC=C2N(Cc2ccc(Cl)cc2Cl)C1=O,10,-43%[inhibitor],5%,2%,0%,-3%,?,0.4,-12%
COc1ccc(N(CC(=O)NCc2ccc3c(c2)OCO3)C(=O)CCC(=O)Nc2ccccn2)cc1,-6,i,3%,-11%,1%,13%,3%,-2.6,-16%
C=C(C)CNC(=S)N/N=C(\C)c1ccc(OC)cc1,3,-10%,?,-1%,-1%,-1%,5.6µM*,-0.5,-2%
Cc1ccc2oc(-c3ccc(C)c(NC(=O)c4ccc(-c5ccccc5[N+](=O)[O-])o4)c3)nc2c1,·,-4%,-4%,·,-6%,·,7%,·,·
CC1CCCN(c2c([N+](=O)[O-])c(=O)oc3ccccc23)C1 (stereo not drawn),·,i,-30%,-4%,-9%,3%,0%,-0.4,23%
Cc1c(NC(=O)c2cc(-c3ccc(Br)cc3)on2)c(=O)n(-c2ccccc2)n1C,-8,-36%&-10%[inhibitor],10%&5%,-16%,4%,5%,-29%&-6%,-0.9,-5%
COc1cc(/C=C2\SC(N)=NC2=O)cc(Cl)c1O,-76*,i,-5%,26%,0%,10%,9%,6.4,-6%
O=C1NCC(c2ccccc2)C1C(=O)N/N=C\c1ccc(-c2cccc(Cl)c2Cl)o1 (stereo not drawn),-8,-28%[57.5 µM],?,-5%,-6%,-1%,?,-0.2,13%
COC(=O)c1cc(Br)c(=O)n(-c2ccc(F)cc2)c1,-8,i,3%,?,-8%,1%,47%[activator],0.5,3%
COc1cc(C(=O)COC(=O)C2CCN(c3ccc(C(F)(F)F)cn3)CC2)ccc1OC(F)F,12,-16%,2%,-4%,0%,-2%,?,-0.4,-5%
CN(C)Cc1c(O)ccc2c(=O)c(-c3ccccc3Cl)c(C(F)(F)F)oc12,3,-22%,0%,2%,12%,6%,-1%,-3.7,-13%
N#C/C(=N\Nc1ccc(Cl)cc1)C(=O)c1ccsc1,0,-38%[inhibitor],?,-18%,-1%,-12%,-28%,-3.7,14%

# 6 records picked at random from the list so far, as already listed:
compound,PI5P4Ka inh,PTHR1 ag,GLP1R cytotox,PLK1 PBD inh,GLP-1R agonist,EPAC1 ag,GLP1R inv ag,IL-2 act,EPAC1 antagonist
Cc1c(NC(=O)c2cc(-c3ccc(Br)cc3)on2)c(=O)n(-c2ccccc2)n1C,-8,-36%&-10%[inhibitor],10%&5%,-16%,4%,5%,-29%&-6%,-0.9,-5%
COC(=O)Nc1cc(C)nc2ccccc12,4,-10%[57.5 µM],10%,-9%,13%,4%,1%,-0.7,-4%
CCN(CCCNC(=O)CNC(=O)Cn1cnc2ccccc2c1=O)c1ccccc1,6,-4%,-12%,1%,5%,0%,-2%,-3.5,14%
COc1cc(C(=O)COC(=O)C2CCN(c3ccc(C(F)(F)F)cn3)CC2)ccc1OC(F)F,12,-16%,2%,-4%,0%,-2%,?,-0.4,-5%
CC1CCCN(c2c([N+](=O)[O-])c(=O)oc3ccccc23)C1 (stereo not drawn),·,i,-30%,-4%,-9%,3%,0%,-0.4,23%
COCCCNC(=O)C[C@@H]1C[C@@]2(C(=O)OC)CCCCC=C2N(Cc2ccc(Cl)cc2Cl)C1=O,10,-43%[inhibitor],5%,2%,0%,-3%,?,0.4,-12%

# Continued:
compound,PI5P4Ka inh,PTHR1 ag,GLP1R cytotox,PLK1 PBD inh,GLP-1R agonist,EPAC1 ag,GLP1R inv ag,IL-2 act,EPAC1 antagonist
C[C@H](CO)N1C[C@H](C)[C@@H](CN(C)C(=O)Nc2ccc3c(c2)OCO3)Oc2c(NC(=O)C3CCCCC3)cccc2C1=O,3,-30%,6%,-2%,21%,-16%,7%,0.2,-21%
C=CCOC(=O)C1=C(C)N=c2s/c(=C3\C(=O)N(CC(=O)O)c4ccccc43)c(=O)n2C1c1ccc(OC)cc1 (stereo not drawn),-29,18%,-15%,38µM*,-2%,-10%,-22%,-0.8,-11%
CC(NC(c1ccccc1)c1ccccc1)C(=O)N1CCCc2ccccc21 (stereo not drawn),14,-2%,21%,-7%,-3%,12%,?,-2.4,-12%
O=[N+]([O-])c1cccc(NC(=S)NCCc2ccccc2)c1,3,-30%,0%,-18%,-7%,3%,0%,-6.0,-17%
O=C(CNc1ccc(Br)cc1)c1ccccc1,·,-14%[57.5 µM],-24%,-3%,-13%,2%,15%,-1.1,0%
CCOC(=O)CNC(=S)NN(C)C,-2,i,-13%,-5%,5%,7%,5%,-0.1,-1%
Cc1cc(NC2CCCCC2)nc(NCc2ccccc2)n1,1,-10%,?,-4%,11%,-5%,10µM*,-3.1,-2%
CCCCOc1ccc(-c2nnn(C(C)(C)C(=O)OC)n2)cc1,16,-19%,-1%,-4%,8%,11%,?,-0.9,-17%
COCCCNC(=O)c1cc2c(=O)n3cccc(C)c3nc2n(C(C)C)c1=N,1,i,420%[activator],-2%,0%,-8%,-13%,0.8,-2%
O=C(CC(=O)N/N=C/c1c(F)cccc1Cl)NCCc1ccccc1,-4,-60%[inhibitor],3%,2%,-1%,0%,7%,1.0,2%
COc1ccc(N(C(=O)c2ccncc2)S(=O)(=O)c2ccc(OC)c(OC)c2)cc1,5,-14%,1%,0%,-5%,4%,-8%,-4.2,-3%
CCOC(=O)c1c(C)[nH]c(C)c1S(=O)(=O)NCc1ccccc1C,11,-17%,-23%,8%,8%,-15%,?,-0.3,-10%
C=CCc1cccc(/C=N/NC(=O)C(=O)Nc2ccc(C)cc2)c1O,12,i,-6%,?,4%,-4%,-5%,-1.1,-12%
COc1cccc(-n2sc3c(c2=S)-c2cc(OC)ccc2NC3(C)C)c1,20,-6%[57.5 µM],?,2%,-3%,4%,?,-3.1,7%
CCC1=C(OC(=O)N(CC)CC)N2C(=O)OC(=NCCc3c[nH]c4ccccc34)[C@]2(Cc2ccccc2)[C@H]2C1=CC[C@H]1C(=O)N(c3ccccc3)C(=O)[C@H]12,-8,-26%,6%,?,-3%,15%,-14%,-0.3,-17%
Cc1nc(C)c(CCNC(=O)c2ccccc2)s1,-3,-17%,4%,-26%,0%,7%,20%,-0.2,-13%
CN(CC(=O)NC1CCCCCC1)S(=O)(=O)c1ccc(Br)cc1,5,-8%,14%,-10%,-6%,5%,2%,-2.3,-21%
CC1=C(C(=O)N2CCCCCC2)CC(CC(=O)NCCN2CCOCC2)C(=O)N1CCC1=CCCCC1 (stereo not drawn),-4,-3%,·,·,·,5%[76.9 µM],·,-0.2,7%
Cc1nc(NCCc2ccccc2)sc1C(=O)N(C)C,0,i,6%,19µM*,6%,-3%,1%,-2.5,-16%
Cc1cc(OCc2nn[nH]n2)c2c(C)c(CC(=O)O)c(=O)oc2c1,2,?,16%,-14%,-1%,4%,30%,3.7,-14%

# 2 successive compounds from above:
compound,PI5P4Ka inh,PTHR1 ag,GLP1R cytotox,PLK1 PBD inh,GLP-1R agonist,EPAC1 ag,GLP1R inv ag,IL-2 act,EPAC1 antagonist
C[C@H](CO)N1C[C@H](C)[C@@H](CN(C)C(=O)Nc2ccc3c(c2)OCO3)Oc2c(NC(=O)C3CCCCC3)cccc2C1=O,3,-30%,6%,-2%,21%,-16%,7%,0.2,-21%
C=CCOC(=O)C1=C(C)N=c2s/c(=C3\C(=O)N(CC(=O)O)c4ccccc43)c(=O)n2C1c1ccc(OC)cc1 (stereo not drawn),-29,18%,-15%,38µM*,-2%,-10%,-22%,-0.8,-11%

# The list goes on.
compound,PI5P4Ka inh,PTHR1 ag,GLP1R cytotox,PLK1 PBD inh,GLP-1R agonist,EPAC1 ag,GLP1R inv ag,IL-2 act,EPAC1 antagonist
CCOC(=O)[C@]12CCCC=C1N(Cc1ccccc1)C(=O)[C@H](CC(=O)N1CCC(c3ccccc3)CC1)C2,-3,5%,-27%,7%,·,0%,?,-1.1,-10%
CCOc1ccc(CCNC(=O)COC(=O)c2ccccc2O)cc1OCC,10,i,-7%,-7%,15%,6%,18%,-2.2,-2%
CCOC(=O)C1(C)CCN1C(=O)c1cc(F)ccc1C (stereo not drawn),-1,-21%,3%,2%,2%,-6%,-20%,0.3,-21%
CCOC(=O)c1cccc(NC(=O)CCS(=O)(=O)c2ccc3c(c2)CCN3C(=O)CC)c1,·,-17%,-4%,·,3%,·,9%,·,·
COc1ccc(CCN(C(=O)/C=C/C(=O)O)C2CC(=O)N(c3ccccc3)C2=O)cc1 (stereo not drawn),7,12%,-1%[7.66 µM],-10%,1%,-11%,-10%[7.66 µM],7.2,-11%
O=C(NC1CCCC1)C(c1cccnc1)N(C(=O)c1csnn1)c1ccc(F)cc1 (stereo not drawn),3,-4%,0%,-1%,10%,-5%,8%,0.1,21%

# These rows are one share of the data; the hit share may differ from the screen's.
